Screens (PubChem BioAssay)
CHOP UPR activ – activators of apoptotic arm of unfolded protein response (CHOP); CHO-CHOP luciferase reporter, UPR activation, luminescence; percent of tunicamycin response over DMSO baseline; activation, % at 10 µM; hit rate 0.34% among 330,000;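 active = at 10 µM dose, activation of 40% or more, normalized to positive control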;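 also: 100% = tunicamycin at 10 µg/mL and 0% = DMSO alone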
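Assay system: CHO cells with stable CHOP pathway luciferase reporter; Buffer or medium: F12 plus 10% serum; Times: 16-18 h cell attachment, then 6 h compound exposure, 37 °C; Signal: luciferase luminescence; Read-out basis: percent activation relative to tunicamycin control; Control set: tunicamycin high control, DMSO low control.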
UPR XBP1 act – adaptive UPR (XBP1) activation. activation, % at 20 µM. hit rate 0.33% among 330,000. CHO-XBP1 luciferase reporter, IRE1-XBP1 UPR activation, luminescence; percent of tunicamycin response, DMSO as zero;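 active = versus positive control, 20 µM dose yields 30% or more activation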;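 also: 100% = tunicamycin at 10 µg/mL and 0% = DMSO only wells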
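Material: CHO cell line with stable XBP1 luciferase reporter; buffer or medium: F12 medium containing 10% fetal bovine serum; compound: single point, 20 µM final compound, 1% DMSO; incubation: 6 h treatment, 37 °C; measured by: glow luminescence from Steady-Glo reagent; evaluation: activation, % of tunicamycin; control set: tunicamycin high, DMSO low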
APJ ag – agonists of human APJ apelin receptor; P35414; CHO-K1 APJ PathHunter beta-arrestin, luminescence; 0% DMSO wells, 100% apelin; activation, % at 20 µM; hit rate 0.11% among 330,000;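 active = activation more than six SD over the plate average, tested at 20 µM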;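 also: 0% = DMSO alone and 100% = apelin-13 at 10 nM; some results filed as inactive read as strong as hits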
Target sequence (P35414 whole entry, looked up): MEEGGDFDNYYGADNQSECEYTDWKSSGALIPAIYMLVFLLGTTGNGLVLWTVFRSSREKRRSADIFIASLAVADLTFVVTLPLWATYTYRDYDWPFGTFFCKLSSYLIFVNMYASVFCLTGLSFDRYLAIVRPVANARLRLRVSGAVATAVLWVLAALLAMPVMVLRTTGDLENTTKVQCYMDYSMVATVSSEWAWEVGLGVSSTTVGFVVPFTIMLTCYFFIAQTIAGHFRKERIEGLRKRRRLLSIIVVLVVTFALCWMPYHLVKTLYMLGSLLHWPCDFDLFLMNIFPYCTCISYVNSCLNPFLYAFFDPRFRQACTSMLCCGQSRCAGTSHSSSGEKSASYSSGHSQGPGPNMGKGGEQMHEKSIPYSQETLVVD
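assay system = CHO-K1 APJ beta-arrestin complementation cell line | input = cell density 1000 per well | dosing = compound 20 µM once, DMSO 1% | timing = compound 90 min 25 °C, reagent 1 h | measured by = luminescence from split beta-galactosidase complementation, Galacton Star/Emerald II substrate | read-out basis = APJ agonist activity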
tim23-1 inh – tim23-1 yeast growth inhibition | S. cerevisiae tim23-1 growth, BacTiter-Glo luminescence, 24 h | inhibition, % at 20 µM | hit rate 1.3% among 330,000;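 active = growth inhibition of the mutant yeast at or above 50%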;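 also: temperature-sensitive mutant grown at 25 °C; plate controls were DMSO-treated mutant yeast for no effect and medium wells lacking yeast for full effect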
Mdm2-MdmX inh – inhibitors of human Mdm2/MdmX interaction; O15151+Q00987; SaOS-2 split-luciferase Mdm2/MdmX complementation, luminescence; inhibition, % at 8 µM; hit rate 3% among 330,000;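 active = inhibition of at least 50% at 8 µM in the primary screen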
EBI2 antag – antagonists of human EBI2 receptor; inhibition, % at 5 µM; P32249; AID 651636; EBI2 beta-arrestin recruitment, luminescence, 7a,25-OHC stimulated; hit rate 0.81% among 360,000; in the data active = inhibition above about 38%;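 also: enzyme fragment complementation signal reports receptor beta-arrestin coupling in cells; 0% = agonist plus DMSO wells and 100% = wells without agonist; some results beyond the cut were filed as inactive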
Target sequence (P32249 whole entry, looked up, the tested form may be a part): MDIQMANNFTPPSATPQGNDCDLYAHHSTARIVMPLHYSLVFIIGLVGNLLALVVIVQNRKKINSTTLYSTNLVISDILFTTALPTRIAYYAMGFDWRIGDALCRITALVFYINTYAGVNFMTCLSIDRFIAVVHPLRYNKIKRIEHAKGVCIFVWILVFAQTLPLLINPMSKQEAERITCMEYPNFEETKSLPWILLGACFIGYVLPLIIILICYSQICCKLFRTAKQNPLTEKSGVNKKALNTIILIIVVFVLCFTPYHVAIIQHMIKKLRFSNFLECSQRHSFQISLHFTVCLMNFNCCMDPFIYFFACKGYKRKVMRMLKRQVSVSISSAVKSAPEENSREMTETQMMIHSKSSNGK
CXCR6 inh – inhibitors of human CXCR6 receptor. AID 602244. hit rate 0.36% among 360,000. inhibition, % at 20 µM. CHO-K1 PathHunter CXCR6 beta-arrestin, luminescence. O00574; in the data active = inhibition above about 34%, passing the limit was not always enough;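 also: antagonist mode with CXCL16 agonist at 10 nM final; 0% = 10 nM CXCL16 with DMSO and 100% = unstimulated wells without agonist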
CCR6 antagonist – blocks CCL20-driven beta-arrestin recruitment at human CCR6. CHO-K1 CCR6 PathHunter beta-arrestin, luminescence, CCL20-stimulated. inhibition, % at 20 µM. hit rate 0.49% among 340,000. AID 493098;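 active = compounds whose inhibition of the agonist-driven luminescence signal at 20 µM reaches about 50%, limit read from the data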;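 also: cells stimulated with CCL20 at 14 nM final; plate controls were DMSO with CCL20 for no effect and DMSO without agonist for full effect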
APJ antag – APJ receptor antagonism | P35414 | CHO-K1 APJ beta-arrestin complementation, luminescence | inhibition, % at 20 µM | hit rate 0.32% among 330,000 | AID 2521;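 active = inhibition above about 40% at 20 µM, limit read from the data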;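 also: cells challenged with 10 nM apelin-13 agonist together with compound; plate controls were apelin-13 plus DMSO wells for no effect and DMSO wells lacking apelin-13 for full effect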
Active calls of the source: *; nt = not tested or not shown. An excerpt (hit frequency here may not be typical).

1: COc1cccc(CNC(=O)c2cc(S(=O)(=O)N3CCCCC3)c[nH]2)c1
2: COC(=O)c1sc(SC)c(S(=O)(=O)C(C)C)c1N/N=C(\C#N)S(=O)(=O)c1ccccn1
3: COc1ccc(C)cc1-n1nnnc1SC(C)C(=O)NC1CCCC1 (stereo unspecified)
4: COc1ccc(C/C(C)=N/NC(=S)Nc2ccccc2F)cc1
5: O=C(O)CNC(=O)CC1S/C(=N/N=C/c2ccccc2O)NC1=O (stereo unspecified)
6: COc1ccc(CN(C)C2c3ccccc3-c3ccccc32)cc1
7: Cc1ccc(S(=O)(=O)/C(C#N)=C/c2c(N3CCC(C(N)=O)CC3)nc3ccccn3c2=O)cc1
8: O=C(CN1C(=O)NC2(CCCC2)C1=O)NNC(=O)c1ccc(Br)cc1

screen / no.,1,2,3,4,5,6,7,8
CHOP UPR activ,-1.3,0.1,-1.9,3.4,-1.2,0.1,1.7,-0.6
UPR XBP1 act,0.9,-0.8,-4.8,2.7,-2.4,-2.4,-1.1,-1.8
APJ ag,1.4,-1.7,-0.1,2.7,-1.7,-4.2,-0.9,-3.2
tim23-1 inh,-6.0,-6.5,10.9,12.9,9.9,-5.2,7.2,-10.1
Mdm2-MdmX inh,4.0,9.7,-14.5,2.5,-5.3,15.3,-12.7,7.7
EBI2 antag,2.0,5.9,-2.7,5.5,-10.1,9.5,-0.9,6.9
CXCR6 inh,4.0,8.7,2.2,-3.3,0.5,-1.8,-6.1,-8.0
CCR6 antagonist,11.3,3.6,9.0,-2.3,3.5,2.5,8.4,-2.1
APJ antag,10.2,13.3,-4.3,-6.8,-3.3,13.1,19.7,-32.9

Among those listed so far, these have an aryl thioether with sulfur outside any ring:
2: COC(=O)c1sc(SC)c(S(=O)(=O)C(C)C)c1N/N=C(\C#N)S(=O)(=O)c1ccccn1
3: COc1ccc(C)cc1-n1nnnc1SC(C)C(=O)NC1CCCC1 (stereo unspecified)

screen / no.,2,3
CHOP UPR activ,0.1,-1.9
UPR XBP1 act,-0.8,-4.8
APJ ag,-1.7,-0.1
tim23-1 inh,-6.5,10.9
Mdm2-MdmX inh,9.7,-14.5
EBI2 antag,5.9,-2.7
CXCR6 inh,8.7,2.2
CCR6 antagonist,3.6,9.0
APJ antag,13.3,-4.3

Going on with the list:
9: CC(=O)c1csc(-c2cccc(-c3nc4ccc(Cl)cn4c3NC3CCCCC3)c2)c1
10: N=C(N)SCc1ccc(O)c([N+](=O)[O-])c1
11: CCN(C(=O)CN1CCN(c2ccc(O)cc2)CC1)c1c(N)n(Cc2ccccc2)c(=O)[nH]c1=O
12: CCOCC(=O)Nc1ccc(-c2cn3cccnc3n2)cc1
13: Cc1ccc(N2C(=O)N(CC(=O)Nc3ccc(C)cc3C)C(=O)C2C)cc1 (stereo unspecified)
14: CCN(CC)S(=O)(=O)c1ccc(C(=O)Nc2nnc(CSC)o2)cc1
15: CCOC(=O)c1c(C)[nH]c(C(=O)OCC(=O)Nc2cc(C)c(Cl)cc2OC)c1C
16: COc1cccc(NC(=O)CSC2=C(C#N)C(c3ccco3)C3=C(CCCC3=O)N2)c1 (stereo unspecified)

screen / no.,9,10,11,12,13,14,15,16
CHOP UPR activ,4.3,0.9,0.1,1.6,5.4,-0.1,-0.8,4.0
UPR XBP1 act,-2.2,-1.9,0.2,-0.6,-0.7,-0.3,1.3,-2.6
APJ ag,-3.9,-4.3,4.6,-2.8,-3.6,-1.4,-4.4,0.5
tim23-1 inh,27.4,9.9,6.9,10.2,8.1,-11.5,-8.1,16.1
Mdm2-MdmX inh,26.0,-9.8,49.0,-7.0,10.4,24.9,53.9*,-11.0
EBI2 antag,25.8,-5.1,-4.1,-0.5,-3.8,-10.8,6.1,10.1
CXCR6 inh,-9.3,-2.0,0.5,2.5,5.0,4.6,0.6,-0.3
CCR6 antagonist,15.4,3.0,-3.6,-11.9,0.6,10.7,6.3,29.8
APJ antag,4.2,31.6,-19.0,2.5,-6.5,18.8,-1.3,14.5

17: N#Cc1nc(COc2ccc(Cl)cc2Cl)oc1N1CCOCC1
18: O=S(=O)(c1ccc(-c2ccon2)s1)N1CCN(CCN2CCOCC2)CC1
19: COc1ccc(Cc2nnc(N/N=C/c3ccc(N(C)C)cc3)[nH]c2=O)cc1OC
20: COC(=O)C1=C(C(=O)OC)C(c2cc(Cl)ccc2O)c2sc(=O)[nH]c2S1 (stereo unspecified)
21: CC1=C(C(=O)N2CCCC(N3CCN(c4cccc(Cl)c4)CC3)C2)OCCO1 (stereo unspecified)
22: Cc1cc(N=Cc2c(O)n(-c3cccc(Cl)c3)c(=O)c3ccccc23)no1
23: Cc1cc(C)c(C)c(OCC(=O)N2CCOCC2)c1
24: Cc1ccc(S(=O)(=O)N2CCN(C(=O)c3ccc(S(=O)(=O)N4CCCC4)cc3)CC2)cc1

screen / no.,17,18,19,20,21,22,23,24
CHOP UPR activ,4.2,-2.0,12.6,0.2,3.4,0.3,-1.1,0.2
UPR XBP1 act,3.8,-0.9,31.5*,1.8,-3.4,1.6,0.1,0.8
APJ ag,-6.1,1.1,-4.1,-0.1,1.3,-2.5,-1.8,-3.0
tim23-1 inh,29.6,-14.1,-13.8,62.1*,22.6,26.5,7.7,-5.0
Mdm2-MdmX inh,2.0,11.8,30.3,-5.6,-6.1,29.5,-14.9,-8.8
EBI2 antag,14.2,-4.5,-8.6,-5.0,7.2,-10.5,-3.9,-5.1
CXCR6 inh,1.3,3.2,-4.4,6.5,-2.2,2.4,-0.2,1.1
CCR6 antagonist,9.5,-3.7,3.4,4.7,7.0,-12.9,-4.6,10.5
APJ antag,2.9,-1.0,-10.9,-6.3,4.5,-8.4,7.0,-0.2

25: COc1ccc(Nc2ccc([N+](=O)[O-])c3nonc23)c(OC)c1
26: CC1(C)CC(=NNC(=O)c2n[nH]c3c2CCC3)CC(C)(C)N1
27: CC1(C)CN2C(=O)c3ccccc3C2(C)S1 (stereo unspecified)
28: O=C(COc1ncnc2c(Cl)cc(Cl)cc12)NC1CCCCCC1
29: CCOC(=O)CSc1n[nH]c(NC(=O)CC)n1
30: CSc1ccc(S(=O)(=O)NC2CCCCC2)cc1
31: CC[C@H](C)NC(=O)c1ccc(Cn2c(=S)[nH]c3c([nH]c4ccc(OC)cc43)c2=O)cc1
32: CN(C(=O)c1ccc(=O)n(Cc2ccc(Cl)cc2)c1)c1ccccc1

screen / no.,25,26,27,28,29,30,31,32
CHOP UPR activ,5.2,-0.6,0.0,-0.3,-0.2,-0.5,-1.5,2.6
UPR XBP1 act,-1.1,-2.6,3.0,-0.5,1.3,2.6,-0.6,-1.7
APJ ag,-7.0,-3.3,-3.7,-4.5,-1.5,-2.1,-0.9,-0.4
tim23-1 inh,24.8,8.0,-3.7,-9.9,2.6,31.1,-11.7,9.5
Mdm2-MdmX inh,6.4,-6.9,-16.4,27.9,10.1,-2.2,14.6,-14.2
EBI2 antag,17.1,-7.1,-0.2,-2.0,-10.7,-15.0,-7.2,56.0*
CXCR6 inh,44.5*,-4.9,5.1,0.4,2.9,-9.4,-7.3,-2.4
CCR6 antagonist,60.0*,15.2,3.6,1.2,11.3,-1.8,-9.8,4.3
APJ antag,44.3*,1.5,-18.7,-4.7,9.8,5.8,-10.3,-13.2

33: COc1ccc2nc(Cl)c(/C=N/Nc3ccccn3)cc2c1
34: O=S(=O)(c1ccc2c(c1)OCCO2)N1CCN(S(=O)(=O)c2c(F)cc(F)cc2F)CC1
35: Cc1cc(C)cc(NS(=O)(=O)c2ccc(NC(=S)NC(=O)c3cccs3)cc2)c1
36: COc1ccc(NC(=O)/C(=C\c2ccc(OS(=O)(=O)c3ccc(C)cc3)cc2)NC(=O)c2ccccc2)cc1
37: CCn1cc(/C=C(\NC(=O)c2ccc(OC)c(OC)c2)C(=O)NCCCO)c2ccccc21
38: CCOC(=O)c1csc(NC(=O)CN2CCN(C)CC2)n1
39: CCOc1ccc(NC(=O)CCCNC(=O)Cn2cnc3sc(C)c(C)c3c2=O)cc1
40: Cc1ccc(S(=O)(=O)NCCNS(=O)(=O)c2ccccc2Br)cc1

screen / no.,33,34,35,36,37,38,39,40
CHOP UPR activ,2.9,1.3,0.7,-3.6,1.4,0.6,1.2,-0.1
UPR XBP1 act,2.3,0.5,-0.1,-7.4,-2.3,-3.5,-1.2,0.5
APJ ag,-3.4,-0.6,-1.3,0.5,-1.3,-1.3,-4.2,nt
tim23-1 inh,-21.9,-11.2,27.0,12.2,-2.1,-3.2,0.3,27.0
Mdm2-MdmX inh,12.8,30.7,9.5,15.9,10.9,3.7,11.4,13.3
EBI2 antag,-2.7,-3.5,22.0,15.5,-9.0,-0.2,-1.6,-9.2
CXCR6 inh,5.8,-1.7,18.4,5.4,-3.3,-0.1,15.2,0.9
CCR6 antagonist,-19.3,1.8,30.9,-0.1,11.8,-7.5,5.2,17.3
APJ antag,4.6,-1.4,18.2,-13.2,-0.9,5.4,0.9,nt

Down the list, from the results shown:
CHOP UPR activ for entries 33–40: 2.9, 1.3, 0.7, -3.6, 1.4, 0.6, 1.2, -0.1

The listing continues:
41: Cc1ccc(-c2cc(C(=O)O)c3ccccc3n2)c(C)c1
42: COc1cccc(C2CC(=O)Nc3c2c(=O)[nH]c2ncnn32)c1 (stereo unspecified)
43: CCOC(=O)C[C@H]1c2ccc(C(F)(F)F)cc2S(=O)(=O)N1Cc1ccccc1
44: CN(C)CC1CCCCC1OC(=O)/C=C/c1ccc(Cl)cc1Cl (stereo unspecified)

screen / no.,41,42,43,44
CHOP UPR activ,3.2,-0.9,-1.0,-0.7
UPR XBP1 act,-1.4,0.5,-0.6,-1.4
APJ ag,-6.2,-1.0,-5.0,1.0
tim23-1 inh,7.6,-0.4,18.5,12.7
Mdm2-MdmX inh,-3.9,6.1,30.1,15.9
EBI2 antag,-4.1,5.1,-5.8,-10.3
CXCR6 inh,-8.0,-3.1,-0.9,-4.2
CCR6 antagonist,1.6,-3.3,10.5,9.7
APJ antag,-3.5,9.3,3.0,13.4
